KOR beta-arrestin-1 – kappa opioid receptor activators – cell-based, luminescence, uHTS, primary screen (AID 1777); 280,000 tested, 0.02% active; KOR beta-arrestin recruitment, luminescence; higher % means a stronger effect; activation, % at 10 µM, or EC50 in µM where a hit was titrated; in the data active = activation above about 50%, passing the limit was not always enough; note: a part of the inactive calls stands beside numbers as strong as those of hits
GPR55 LPI antagonism – GPR55 antagonists blocking LPI-driven arrestin recruitment, primary screen, imaging, U2OS, beta-arrestin-GFP, LPI agonist (AID 2013) | U2OS GPR55 beta-arrestin-GFP translocation imaging, LPI antagonism; higher % means a stronger effect | one-dose inhibition, % at 10 µM; IC50 in µM for titrated hits | 290,000 tested, 0.13% active;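 active = spots per cell inhibited over 60%, with over 100 cells counted and total cytoplasm intensity under 500,000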;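 note: U2OS cells stably carrying GPR55 and arrestin-GFP stimulated by 5 µM LPI near EC80; imaged beta-arrestin-GFP aggregate spots per cell after agonist stimulation; plate controls were LPI-stimulated DMSO wells for no effect and DMSO wells without LPI for full effect; some results filed as inactive read as strong as hits; confirmed hits need IC50 under 10 µM and bright autofluorescent wells are also inconclusive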
NOD1 NF-kB reporter – inhibition of NOD1-driven NF-kB reporter – cell-based, luminescence, uHTS, primary screen (AID 1578) | NOD1-driven NF-kB luciferase reporter cells, luminescence; higher % means a stronger effect | inhibition, % at 4 µM; hits with a dose series show EC50 in µM | 290,000 tested, 1% active; in the data active = inhibition mostly above about 36%, no sharp cut-off; inactive = mostly below about 34%;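 note: HEK-293T reporter cells stimulated with the NOD1 agonist gamma-tri-DAP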
NTR1 ag – agonists of NTR1, primary screen, imaging, U2OS cells, beta-arrestin-GFP, high content (AID 493036). NTR1-U2OS beta-arrestin-GFP spot imaging, agonist mode. activation, % at 20 µM. 330,000 tested, 0.17% active;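 active = activation at or above 40% of the spot to cytoplasm intensity ratio, with at least 20 cells analyzed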;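 note: 0% = DMSO without peptide and 100% = 100 nM NTR1 peptide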
Target sequence (P30989 whole entry, looked up): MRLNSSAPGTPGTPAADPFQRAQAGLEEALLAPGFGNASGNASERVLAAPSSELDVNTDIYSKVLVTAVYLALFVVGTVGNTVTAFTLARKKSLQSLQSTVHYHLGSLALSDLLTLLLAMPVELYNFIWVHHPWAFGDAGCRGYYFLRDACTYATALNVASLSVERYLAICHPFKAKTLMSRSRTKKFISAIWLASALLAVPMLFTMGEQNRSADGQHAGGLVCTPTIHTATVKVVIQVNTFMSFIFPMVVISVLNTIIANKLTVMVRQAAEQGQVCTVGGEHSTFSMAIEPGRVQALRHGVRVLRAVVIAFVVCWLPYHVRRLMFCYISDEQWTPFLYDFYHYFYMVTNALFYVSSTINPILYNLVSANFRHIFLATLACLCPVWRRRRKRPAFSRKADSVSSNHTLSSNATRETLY
GPR55 beta-arrestin – selective activators of receptor GPR55 – imaging, U2OS cells, beta-arrestin-GFP redistribution, primary screen (AID 1961); U2OS GPR55 beta-arrestin-GFP redistribution imaging; higher % means a stronger effect; activation, % at 10 µM; hits with a dose series show EC50 in µM; 290,000 tested, 0.048% active;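 active = activation above 40% with more than 50 cells counted in the well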;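 note: U2OS osteosarcoma cells stably expressing GPR55 and beta-arrestin-GFP; plate controls were DMSO negative control for no effect and LPI positive control for full effect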
Myeloid diff MLP – myeloid differentiation induction. 360,000 tested, 1% active. ER-HoxA9 myeloid progenitors, lysozyme-GFP differentiation, flow cytometry. calls only at 10 µM. AID 624256;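 active = normalized GFP-positive differentiation at or above the plate's own cutoff, the solvent-only control mean plus 3 SD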;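 note: cells exposed to compound for four days before flow analysis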
KOR beta-arrestin-2 – KOR antagonists, beta-arrestin recruitment, cell-based, luminescence, uHTS (AID 1778); KOR beta-arrestin recruitment, luminescence, antagonist mode; higher % means a stronger effect; inhibition, % at 10 µM; hits with a dose series show IC50 in µM; 290,000 tested, 0.091% active; note: strong numbers were not always called active
HEK293 NOD2/NF-kB – NOD2 signaling inhibitors, cell-based, luminescence, uHTS, HEK293 (AID 1566) | inhibition, % at 4 µM, or EC50 in µM where a hit was titrated | HEK293 NOD2/NF-kB luciferase reporter, luminescence; higher % means a stronger effect | 290,000 tested, 0.63% active; note: many of its hits are not listed in these tables
T cell HTS – T cell immune modulators affecting CD8 T cell-vesicle binding | 330,000 tested, 0.068% active | calls only at 7 µM | 2C CD8+ T cell-vesicle binding, flow cytometry; hits give low values | AID 2052;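 active = response, share of CD8 T cells binding vesicles, and their 90th percentile fluorescence all below set limits, cut at about 80% in these data, passing the limit was not always enough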
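material = purified 2C TCR transgenic mouse naive CD8+ T cells | controls = Unloaded micro-vesicles (low), QL9 vesicles with 0.7% DMSO (high) | detection = cytometric PE anti-B7-1 and Alexa647 anti-CD8 signals after 1% paraformaldehyde fixation | incubation = binding step 1.5 h, 37 °C, antibody labelling 20 min, ice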
T cell HTS vesicle-bound % – further read-out of T cell HTS, marked with its call; double positive events, %; measured here: CD8+ vesicle-bound cell fraction;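 binding gate set so that unloaded-vesicle control wells show 10% double positive cells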
NTR1 ag cell count 20 µM – also measured in NTR1 ag; calls as there; cell count; measured here: cell count, cytotoxicity flag
Myeloid diff MLP GFP+ MAC1+ % – recorded beside Myeloid diff MLP, whose call it bears; GFP+ MAC1+ double positive, %; measured here: differentiation confirmed by MAC1 staining
Active calls of the source: *; i = inactive; x = not tested or not shown; + = active, no number; [ ] = remark or other dose. Cut-off read from the data, not from the text of the source, unless noted: active = inhibition above about 50%; inactive = the rest.

SMILES	KOR beta-arrestin-1	GPR55 LPI antagonism	NOD1 NF-kB reporter	NTR1 ag	NTR1 ag cell count 20 µM	GPR55 beta-arrestin	Myeloid diff MLP	Myeloid diff MLP GFP+ MAC1+ %	KOR beta-arrestin-2	HEK293 NOD2/NF-kB	T cell HTS	T cell HTS vesicle-bound %
CCN(CC)C(=O)COCc1cc(-c2ccc3c(c2)OCO3)on1	2.5%	-2.1%	-8.7%	-0.9	94	-0.1%	i	0.5	-22.5%	-16.8%	i	52.8
CCCOc1ccc(Cn2c(=O)oc3ccc(C)cc32)cc1	-2.9%	-13.1%	6.6%	1.0	63	-0.2%	i	1.1	1.1%	-33.4%	i	31.2
COc1cc(NC(=O)CN2C(=O)CN(C)C2=O)c(C)cc1[N+](=O)[O-]	0.9%	10.3%	-27.7%	-1.1	51	-0.2%	i	0.6	-7.1%	-7.2%	i	61.2
Cc1ccc(OCc2ccc(C(=O)NNC(=S)NCC3CCCO3)o2)c([N+](=O)[O-])c1 (configuration not stated)	2.3%	11.3%	-26.1%	-0.1	61	-0.1%	i	1.1	1.6%	7.4%	i	23.5
CC(C)Cn1c(N)c(C=O)c(=O)n(C)c1=O	2.9%	1.6%	28.2%	-1.1	37	1.1%	i	0.7	-34.5%	16.4%	i	16.7
CCOC(=O)c1sc(-c2ccc(OC)cc2)cc1NC(C)=O	1.9%	-8.6%	-27.8%	x	x	0.3%	i	0.4	-47.0%	-69.3%	x	x
O=C(CSC1=NCCS1)Nc1ccc2ccccc2c1	-7.1%	3.9%	-20.9%	-1.3	87	0.2%	i	0.1	16.7%	-79.1%	i	61.0
CCOC(=O)C1(Cc2cccc(Cl)c2)CCCN(C(=O)c2ccnn2C)C1 (configuration not stated)	-2.6%	11.8%	-52.1%	0.7	64	-0.1%	i	0.7	9.4%	-16.1%	i	66.4
COc1ccc(CN(C(=O)c2ccco2)C2CC(C)N(C)CC2C)cc1 (configuration not stated)	10.6%	-1.9%	-18.2%	-2.0	82	0.3%	i	0.6	-2.4%	9.3%	i	60.8
Cc1cc(C(=O)NC2=NCCS2)c2ccccc2n1	0.7%	-7.5%	-29.3%	-1.0	48	0.7%	i	0.5	-0.1%	8.7%	i	51.9
Cc1cc([N+](=O)[O-])nn1CC(=O)Nc1sc2c(c1C(N)=O)CCCC2	-2.0%	11.7%	-51.2%	1.0	72	-0.1%	i	0.4	16.1%	30.2%	i	42.4
COC(=O)c1cnn2c(C(F)(F)F)cc(-c3ccc(F)cc3)nc12	-4.3%	6.1%	-0.3%	11.9	76	-0.2%	i	1.9	20.8%	-22.8%	i	33.3
COc1ccc(C(=O)C2CCN(CC(=O)Nc3ccc(C)cc3)CC2)cc1	-1.9%	0.3%	5.3%	1.3	52	0.5%	i	1.2	-16.1%	15.9%	i	20.6
CCOC(=O)c1cc2ccc(OC)cc2oc1=O	0.1%	-9.1%	-19.4%	0.7	52	-0.1%	i	4.4	2.8%	-34.3%	i	37.5
CCC(C)(C)n1nnnc1C(c1ccc(OC)c(OC)c1)N1CCN(c2ccc(F)cc2)CC1 (configuration not stated)	10.9%	3.8%	-4.8%	-0.7	50	-0.2%	i	0.6	-40.4%	-2.5%	i	29.6
Cc1cccc[n+]1CC(=O)Nc1ccc([N+](=O)[O-])cc1	1.4%	7.7%	-17.3%	0.4	74	-0.1%	i	0.2	-5.0%	2.1%	i	32.6
Cn1c(=O)c2sccc2n2c(CCCC(=O)NCc3ccco3)nnc12	-4.7%	15.2%	-30.7%	0.8	61	-0.1%	i	4.5	-12.8%	16.0%	i	41.9
COc1ccc(CCNC2CC(=O)N(CCc3ccc(OC)c(OC)c3)C2=O)cc1 (configuration not stated)	3.3%	1.1%	-14.4%	-0.3	50	0.2%	i	1.3	12.6%	8.4%	i	21.6
Cn1nc(-c2ccc(C(=O)N3CCN(Cc4ccccc4)CC3)cc2)c2ccccc2c1=O	3.1%	-23.3%	-0.7%	-1.7	59	-0.1%	i	2.2	-1.7%	22.1%	i	11.6
COc1ccc(C(=O)/C=C2\NCCc3cc(OC)c(OC)cc32)cc1OC	1.2%	-3.4%	-20.2%	-1.1	44	0.4%	i	2.1	-3.9%	-40.9%	i	14.8
CCOC(=O)Cn1c(C)c(Br)c(COC)c(C#N)c1=O	3.4%	-1.7%	-13.2%	0.9	62	-0.1%	i	0.8	-12.0%	1.6%	i	48.5
CCOc1ccc(NS(=O)(=O)c2ccc3[nH]c(=O)[nH]c3c2)cc1	2.3%	6.6%	x	-0.1	61	-0.3%	i	0.3	-32.8%	x	i	66.6
O=C(CSc1nnc(Nc2ccccc2)s1)NCc1ccco1	0.9%	-5.8%	-23.3%	-2.4	102	-0.2%	i	0.1	-24.0%	-0.5%	i	27.8
Cc1ccc2c(C)c(C(=O)Nc3cccnc3)oc2c1	0.2%	-3.1%	-52.1%	1.9	59	0.0%	i	4.5	-29.0%	-39.8%	i	44.7
CCOC(=O)C(NCCOC)(NC(C)=O)C(F)(F)F (configuration not stated)	-1.2%	3.5%	-8.9%	0.3	60	-0.1%	i	0.8	6.4%	4.7%	i	49.5
O=C(COC(=O)C1(c2ccccc2F)CCCC1)NC1CCS(=O)(=O)C1 (configuration not stated)	1.9%	15.0%	-0.8%	-1.7	40	-0.1%	x	x	5.1%	11.3%	i	34.9
CCCNC(=O)NC(=O)COC(=O)/C=C/c1cc(Br)ccc1F	-1.0%	-8.5%	-15.7%	1.1	65	-0.6%	i	0.8	-13.4%	8.1%	i	25.8
CNC(=O)c1nnn(-c2ccccc2)c1C(=O)NC	11.4%	-8.2%	6.3%	-0.7	42	0.6%	i	0.5	7.5%	5.3%	i	57.6
COc1ccc(CN2CCNC(=O)C2CC(=O)O)cc1OC (configuration not stated)	4.7%	-2.7%	-24.0%	-0.6	62	0.0%	i	2.0	22.3%	5.8%	i	45.7
Cc1ccc(SCc2cc(=O)[nH]c(N3CCN(C)CC3)n2)cc1	3.3%	3.6%	10.7%	-0.4	45	0.6%	i	0.6	-30.5%	17.5%	i	5.5
COC(CNC(=O)C1CCCN(S(=O)(=O)c2c(C)noc2/C=C/c2cccs2)C1)OC (configuration not stated)	2.9%	6.0%	-25.0%	1.4	52	0.1%	i	0.3	9.9%	5.7%	i	29.8
CCn1c(=O)cc(OCC(=O)Nc2cccnc2)c2ccccc21	3.6%	-1.0%	x	4.1	80	-0.1%	i	2.4	-43.4%	-21.5%	i	11.3
Cc1c(NC(=O)CSc2nnc3sc4ccccc4n23)c(=O)n(-c2ccccc2)n1C	-1.4%	3.0%	-30.2%	0.3	46	-0.1%	i	1.0	17.3%	6.3%	i	10.3
CCCCn1nc(CC(=O)O)c2ccccc2c1=O	-11.7%	5.1%	9.6%	2.6	76	-0.2%	i	19.1	4.3%	-8.6%	i	9.0
COC(=O)C1=C(N)Oc2cc(C)n(Cc3cccnc3)c(=O)c2C1c1ccc(OC)c(OC)c1 (configuration not stated)	3.8%	27.7%	-21.7%	0.0	46	-0.1%	i	0.5	-17.2%	5.0%	i	56.6
COc1ccc(C2CC(=O)n3c(nc4ccccc43)S2)cc1OC (configuration not stated)	2.8%	-19.1%	-8.6%	0.5	47	-0.2%	i	0.8	-16.9%	-0.6%	i	12.7
COc1cc2nc(C3CCC3)nc(N3CCN(c4ccccc4OC)CC3)c2cc1OC	-2.2%	23.0%	-12.3%	x	x	0.1%	i	0.4	-31.3%	9.6%	i	49.7
CCOC(=O)NC1(Nc2ccc(C)cc2)Oc2ccccc2O1	3.5%	-1.3%	16.5%	2.2	61	-0.1%	i	1.0	-28.8%	11.3%	i	46.2
CS(=O)(=O)N1CCc2cc(S(=O)(=O)N3CCN(Cc4ccc5c(c4)OCO5)CC3)ccc21	1.6%	-9.5%	3.0%	-0.4	53	-0.1%	i	3.1	14.0%	-12.1%	i	14.7
Cc1ccc2c(C)c(C(=O)N3CCN(C4CCS(=O)(=O)C4)CC3)oc2c1C (configuration not stated)	6.7%	-14.4%	-13.9%	0.4	61	-0.1%	i	0.0	-24.4%	-0.2%	i	23.4
O=C1c2cccnc2C(=O)N1CNc1ccc(Cl)cc1	-5.6%	-0.3%	-11.0%	-0.3	33	-0.3%	i	0.3	38.2%	-3.8%	i	44.9
N#Cc1cccc(Cn2cc(C(F)(F)F)ccc2=O)c1	4.0%	-19.1%	3.5%	-1.9	58	0.0%	i	0.8	-40.4%	-2.6%	i	12.7
COC(=O)C1=C(C(=O)OC)C2(OC1c1ccccc1C)C(=O)c1ccccc1C2=O (configuration not stated)	2.6%	0.8%	-5.2%	0.3	45	0.7%	i	0.8	20.8%	5.4%	i	35.9
COc1ccc(OC)c(NC(=S)N2CCN(C(=O)C3CCCO3)CC2)c1 (configuration not stated)	-4.7%	10.0%	-12.1%	0.7	65	-0.2%	i	1.0	5.0%	11.8%	i	10.4
CCCCCCn1c(COc2ccccc2F)nnc1SCC(=O)c1c(N)n(C)c(=O)n(C)c1=O	5.4%	-6.1%	26.1%	4.1	91	0.3%	x	x	-50.0%	8.6%	i	6.8
O=C(NCCCCNC(=O)c1ccccc1Cl)c1ccccc1Cl	-1.5%	1.4%	-38.1%	0.7	62	0.7%	i	0.7	-31.4%[20 µM]	-3.6%	i	50.9
COc1ccc2c(c1)c(CC(=O)OCC(=O)O)c(C)n2C(=O)c1ccc(Cl)cc1	12.5%	-11.8%	5.3%	5.6	60	-0.3%	i	1.4	-49.8%	-9.2%	i	27.7
CC(NC(=O)/C(C#N)=C1\N=C(NC(=O)c2cccs2)c2ccccc21)c1ccccc1 (configuration not stated)	1.6%	10.5%	-16.9%	-1.1	36	0.1%	+	8.1*	14.5%	11.1%	i	43.7
CCOC(=O)C1CCCN(C(=S)Nc2ccc(F)cc2)C1 (configuration not stated)	-3.6%	2.0%	-18.6%	1.6	42	-0.2%	i	0.0	-2.7%	6.4%	i	31.2
COc1ccc(CNC(=O)CN2C(=O)CSc3ccc(S(=O)(=O)N4CCOCC4)cc32)cc1	-2.5%	-1.1%	-14.6%	-1.7	44	-0.1%	i	0.5	-13.3%	9.1%	i	28.5
Cc1ccc(-c2[nH]ncc2C(=O)c2ccc(Br)cc2)c(O)c1	0.2%	2.7%	0.9%	4.5	39	0.0%	i	0.3	-44.6%	-1.9%	i	28.5

Not all compounds are listed. The share of hits here may be higher or lower than overall.
